# Screening results (PubChem)
# Htt clearance = clearance of mutant huntingtin inclusions, primary screen, imaging, HeLa Exon1htt(103Q)mCFP, confocal imaging; aggregate imaging; zero = plate's median compound well; inhibition, % at 1.5 µM; actives 0.42% (n = 47,000);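 active = inhibition of aggregate fluorescence above about 70%, also judged a hit by eye on the cell image, limit read from the data, passing the limit was not always enough; inconclusive = no rule stated for this call; inactive = not judged a hit on image review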;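 note: cells exposed to compound for three days before fixation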
# Htt clearance grain fraction = second read-out of Htt clearance, no call of its own (marks repeat the call); fraction fluorescence in grains; measured here: aggregate grain fluorescence fraction; active compounds read low;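 scaled fraction of total cell fluorescence in grains with unit not stated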
# * marks the source's active call; other numbers are inactive results; ? = inconclusive; · = no result given. Only part of the results is shown; rates above refer to the full screens.
entry	Htt clearance	Htt clearance grain fraction	canonical_smiles
1	3	27	Cc1ccc(S(=O)(=O)N(C)CC(=O)O/N=C(\N)c2cccc([N+](=O)[O-])c2)cc1
2	-41	49	CCOC(=O)N1CCN(C(=O)c2oc3ccc(S(=O)(=O)N4CCCCC4)cc3c2C)CC1
3	46	9.4	CCCn1c(NCc2cccc(OC)c2O)nc2ccccc21
4	10	17	Cc1c(NC(=O)c2cnn3c2NC(c2ccco2)CC3C(F)(F)F)c(=O)n(-c2ccccc2)n1C (stereo unspecified)
5	-39	27	CCCCOC(=O)Nc1ccc(C(C)C)cc1
6	-11	44	Cc1ccc(CNC(=O)C2CCC(=O)N2CCc2ccccc2)cc1 (stereo unspecified)
7	-14	23	COc1ccc(/C(O)=C2/C(=O)C(=O)N(CCCC(=O)O)C2c2ccc(OC)c(OC)c2)cc1 (stereo unspecified)
8	-28	24	O=C(c1ccco1)N1CCN(c2c(-c3ccccc3)c3cc(Cl)ccc3[nH]c2=O)CC1
9	27	25	CSc1cccc(NC(=O)Cn2cccc2)c1
10	23	32	O=C1[C@@H]2Cc3ccccc3CN2C(=O)N1c1cccc(F)c1
11	-15	46	CCOC(=O)c1nn(-c2ccccc2)c(=O)c2c(N)scc12
12	-61	34	Cc1cc(C(F)F)n2nc(C(=O)Nc3ccc(S(=O)(=O)N4CCCC4)cc3)nc2n1
13	-41	44	COc1ccc(C2C(C(=O)Nc3cccnc3)=C(C)Nc3nc(-c4cccs4)nn32)cc1OC (stereo unspecified)
14	-63	63	CC(=O)c1c(N2CCC(C(N)=O)CC2)nc(=S)n(-c2ccccc2)c1C
15	-27	43	CCOC(=O)NC(Nc1nc2ccccc2s1)(C(=O)OCC)C(F)(F)F (stereo unspecified)
16	13	15	Cc1ccc2cc(C(c3nnnn3CC3CCCO3)N3CCc4ccccc4C3)c(=O)[nH]c2c1 (stereo unspecified)
17	-237	138	CN(C)c1nc2c(c(=O)[nH]c(=O)n2C)n1Cc1ccc(F)cc1
18	13	15	Cc1ccccc1OCC(=O)Nc1ccccc1N1CCOCC1
19	-23	53	COCc1nnc(NC(=O)c2ccc(S(=O)(=O)N3CCCCCC3)cc2)o1
20	52	11	O=C(Nc1ccc(Cl)cc1)N(Cc1nnc2n1CCCCC2)c1ccccc1
21	-14	24	COc1ccc(-c2noc(C3CCCN(C(=O)c4ccccc4OC)C3)n2)cc1OC (stereo unspecified)
22	-11	26	CCOC(=O)C1=NNC(C(=O)c2ccc(C)cc2)C1c1ccc(OC)cc1 (stereo unspecified)
23	-87	33	O=C1CCCN1CCC1CCN(C2CC(=O)N(c3ccc(Cl)cc3)C2=O)CC1 (stereo unspecified)
24	-34	25	CN(C)/C=N/c1sc2c(c1C#N)CC(C)(C)NC2(C)C
25	-6	32	COc1ccc(Nc2ncnc3sc(-c4ccccc4)cc23)cc1
26	-18	24	COC(=O)/C=C/S(=O)(=O)c1ccc(NC(C)=O)cc1
27	54	9.5	CCNC(=O)Cn1cnc2c1c(=O)n(C)c(=O)n2C
28	35	11	O=C(Nc1nnc(SCc2ccccc2)s1)c1cccs1
29	57	16	O=C(CN1CCN(c2ccccc2)CC1)c1ccc2cc[nH]c2c1
30	13	35	CC(C)Cn1c(-c2ccco2)csc1=Nc1cccnc1
31	55	9.2	COc1cc(-n2nc(C)c3c2OC(N)=C(C#N)C3c2ccccc2)c(Cl)c(Br)c1O (stereo unspecified)
32	0	29	C/C(=N/OC(=O)c1ccc(F)cc1)c1ccc(C)cc1
33	21	15	O=C(/C=C/c1c(Cl)cccc1Cl)n1cccn1
34	-25	25	Cc1cc(C)nc(NS(=O)(=O)c2ccc(NC(=S)NC(=O)CC(C)C)cc2)n1
35	-3	18	CCN(CC(=O)Nc1ccc2c(c1)OCCO2)c1nc(-c2cccnc2)nc2ccccc12
36	4	34	O=C(Nc1cccc(OC(=O)c2ccco2)c1)c1ccco1
37	-26	27	Cc1nc2ccccc2nc1N1CCC(C)CC1
38	23	30	CCN(Cc1ccccc1)C(=O)CSc1nc(C)cc2c1C(=O)OC2
39	8	19	CC(C)CCN1CN(S(=O)(=O)c2cccs2)c2nc3ccccc3nc21
40	56	15	CCOC(=O)CSC(CC)C(=O)Nc1nnc(C(C)C)s1 (stereo unspecified)
41	-4	19	Cc1ccc(S(=O)(=O)N2CCCC2C(=O)Nc2nc3c(s2)CCCC3)cc1 (stereo unspecified)
42	-48	43	Cc1ccc(SCC(=O)NC(=O)NCc2ccco2)cc1C
43	-23	45	COc1ccc(CN2CCN(C(=O)c3cccs3)CC2)c(OC)c1OC
44	?	·	N#CC1=C(SCC(=O)NC23CC4CC(CC(C4)C2)C3)NC(=O)C(C#N)C12CCCCC2 (stereo unspecified)
45	-31	48	CCNc1nc(Oc2ccc(=O)n(C)n2)nc(N2CCOCC2)n1
46	-28	52	Cc1cc(-c2nnco2)c(C)n1-c1ccccc1
47	1	20	CC(C)Cc1n[nH]c(=O)[nH]1
48	49	11	O=c1cc(-c2ccccc2)nc2nc(-c3ccccc3)[nH]n12
49	24	13	O=c1c2nnn(Cc3ccccc3)c2ncn1-c1ccccc1
50	8	18	CC(C)(C)c1cc(CN2CCC(O)CC2)cc(C(C)(C)C)c1O
51	30	25	CCc1ncc(C(O)c2cccc3ccccc23)n1C (stereo unspecified)
52	-168	126	O=C(Cn1c(-c2cncs2)nc2ccccc21)NCCc1ccccc1
53	-108	93	CCOC(=O)N1CCN(S(=O)(=O)c2ccc(C)cc2)C1c1ccccc1 (stereo unspecified)
54	33	23	CCOC(=O)NC(Nc1ncccn1)(C(F)(F)F)C(F)(F)F
55	19	29	CCNc1nnc(-c2ccc(C)cc2)o1
56	-5	25	CCS(=O)(=O)N1CCC(C(=O)NCc2ccc(F)cc2)CC1
57	-3	35	COc1cc(NC(=O)CSc2nnc(C)s2)cc(OC)c1
58	22	16	COc1ccc(S(=O)(=O)N2CCOCC2)c(C)c1C
59	-4	41	COc1cc(C2C(C(C)=O)=C(O)C(=O)N2CCc2ccc(OC)c(OC)c2)ccc1O (stereo unspecified)
60	3	19	CCc1nc2ccccc2n1CCC(=O)O

# Remaining list, next part.
entry	Htt clearance	Htt clearance grain fraction	canonical_smiles
61	6	18	O=C(Nc1ccc2c(c1)OCO2)Nc1cnccn1
62	-8	23	CCCCC(=O)Nc1ncc(Br)s1
63	13	17	Cc1ccc2oc(C(=O)Nc3c(C)n(C)n(-c4ccccc4)c3=O)c(C)c2c1
64	-14	26	CC(C)[C@H](NC(=O)OCc1ccccc1)C(=O)OCC(=O)NC1CCCCC1
65	?	·	Cc1cc(OC(C)C)nc(NCc2ccccc2)n1
66	-76	67	COc1ccccc1NC(=O)C1=C(C)Nc2ncnn2C1c1cccs1 (stereo unspecified)
67	-36	24	Cc1ccc(NC2=NC(c3ccc(O)cc3)n3c(nc(C)cc3=O)N2)cc1 (stereo unspecified)
68	-16	21	CC(C)NS(=O)(=O)c1ccc(OCC(=O)N2CCCC2)cc1
69	-13	59	CC1CC(C)CN(C(=O)C(NS(=O)(=O)c2ccc3c(c2)oc(=O)n3C)C(C)C)C1 (stereo unspecified)
70	-53	60	Cc1nc(SCC(=O)NCc2ccc3c(c2)OCO3)c(C#N)c2c1CCCC2
71	23	29	c1cc(C2CCCCC2)ccc1Oc1nc(N2CCOCC2)nc(N2CCOCC2)n1
72	-1	37	CCCn1nc(NC(=O)CC(C)C)c2cc3ccccc3nc21
73	2	38	Clc1ccc(Cl)c(OCc2cc(-c3ccccc3Cl)on2)c1
74	27	15	O=C(O)C1CCCCC1C(=O)Nc1ccccn1 (stereo unspecified)
75	-27	25	Cn1ncc(Cl)c1C(=O)Nc1cc(C(F)(F)F)ccc1F
76	12	15	CCCCOc1ccc(C(=O)NC)cc1
77	-8	33	Clc1ccc(/C=N/NC(=Nc2ccccc2)c2ccccn2)c(Cl)c1
78	42	21	O=S(=O)(NC1CCN(Cc2ccccc2)CC1)c1cccc2cccnc12
79	-27	24	CSc1c(CC(=O)NCCO)n(C)c2ccccc12
80	68	9	Cc1n[nH]c(C)c1S(=O)(=O)N1CCCC(C(=O)N2CCN(c3ccc(Cl)cc3)CC2)C1 (stereo unspecified)

# Copied from above, entries 51 to 77
entry	Htt clearance	Htt clearance grain fraction	canonical_smiles
51	30	25	CCc1ncc(C(O)c2cccc3ccccc23)n1C (stereo unspecified)
52	-168	126	O=C(Cn1c(-c2cncs2)nc2ccccc21)NCCc1ccccc1
53	-108	93	CCOC(=O)N1CCN(S(=O)(=O)c2ccc(C)cc2)C1c1ccccc1 (stereo unspecified)
54	33	23	CCOC(=O)NC(Nc1ncccn1)(C(F)(F)F)C(F)(F)F
55	19	29	CCNc1nnc(-c2ccc(C)cc2)o1
56	-5	25	CCS(=O)(=O)N1CCC(C(=O)NCc2ccc(F)cc2)CC1
57	-3	35	COc1cc(NC(=O)CSc2nnc(C)s2)cc(OC)c1
58	22	16	COc1ccc(S(=O)(=O)N2CCOCC2)c(C)c1C
59	-4	41	COc1cc(C2C(C(C)=O)=C(O)C(=O)N2CCc2ccc(OC)c(OC)c2)ccc1O (stereo unspecified)
60	3	19	CCc1nc2ccccc2n1CCC(=O)O
61	6	18	O=C(Nc1ccc2c(c1)OCO2)Nc1cnccn1
62	-8	23	CCCCC(=O)Nc1ncc(Br)s1
63	13	17	Cc1ccc2oc(C(=O)Nc3c(C)n(C)n(-c4ccccc4)c3=O)c(C)c2c1
64	-14	26	CC(C)[C@H](NC(=O)OCc1ccccc1)C(=O)OCC(=O)NC1CCCCC1
65	?	·	Cc1cc(OC(C)C)nc(NCc2ccccc2)n1
66	-76	67	COc1ccccc1NC(=O)C1=C(C)Nc2ncnn2C1c1cccs1 (stereo unspecified)
67	-36	24	Cc1ccc(NC2=NC(c3ccc(O)cc3)n3c(nc(C)cc3=O)N2)cc1 (stereo unspecified)
68	-16	21	CC(C)NS(=O)(=O)c1ccc(OCC(=O)N2CCCC2)cc1
69	-13	59	CC1CC(C)CN(C(=O)C(NS(=O)(=O)c2ccc3c(c2)oc(=O)n3C)C(C)C)C1 (stereo unspecified)
70	-53	60	Cc1nc(SCC(=O)NCc2ccc3c(c2)OCO3)c(C#N)c2c1CCCC2
71	23	29	c1cc(C2CCCCC2)ccc1Oc1nc(N2CCOCC2)nc(N2CCOCC2)n1
72	-1	37	CCCn1nc(NC(=O)CC(C)C)c2cc3ccccc3nc21
73	2	38	Clc1ccc(Cl)c(OCc2cc(-c3ccccc3Cl)on2)c1
74	27	15	O=C(O)C1CCCCC1C(=O)Nc1ccccn1 (stereo unspecified)
75	-27	25	Cn1ncc(Cl)c1C(=O)Nc1cc(C(F)(F)F)ccc1F
76	12	15	CCCCOc1ccc(C(=O)NC)cc1
77	-8	33	Clc1ccc(/C=N/NC(=Nc2ccccc2)c2ccccn2)c(Cl)c1

# Following part.
entry	Htt clearance	Htt clearance grain fraction	canonical_smiles
81	-17	40	CC1CCCCC1NC(=O)CN1CCC(O)(c2ccc(F)cc2)CC1 (stereo unspecified)
82	-10	21	CCOc1cc(C)c(Cl)cc1S(=O)(=O)N1CCCC1
83	1	28	O=C1COc2ccc(C(=O)COC(=O)c3ccc4ccccc4n3)cc2N1
84	7	41	COc1ccccc1NS(=O)(=O)c1ccc(NC(=O)CCNC(=O)c2ccco2)cc1
85	17	16	CC(C)CNC(=O)CN(C1CCCCC1)S(C)(=O)=O
86	-27	25	O=C(Oc1ccc2c(c1)OCC2=O)c1ccccc1
87	-14	24	CCC(C)NC(=O)c1c(N)n(/N=C/c2ccccn2)c2nc3ccccc3nc12 (stereo unspecified)
88	-31	25	COc1cccc(C(=O)N2CCN(S(=O)(=O)Cc3ccccc3)CC2)c1
89	-14	39	O=C(Cn1cnc2c(cnn2-c2ccccc2)c1=O)NCc1ccccc1
90	-9	20	C[C@H](NC(=O)OC(C)(C)C)C(=O)NCC1CCC(C(=O)O)CC1 (stereo partly specified)
91	4	17	C=CCOc1ccc(/C(O)=C2\C(=O)C(=O)N(CCOC)C2c2cccnc2)cc1 (stereo unspecified)
92	-61	31	CCc1cc(C(=O)NNC(=S)Nc2cccc(C)c2)cs1
93	-56	66	CC1C(=O)CCN(C(C)C)C1C (stereo unspecified)
94	7	34	COc1cccc(-n2cc3c(=O)n(C)c(=O)n(C)c3c2)c1
95	-39	49	Cc1ccc(S(=O)(=O)Nc2cccc3ncccc23)s1
96	20	16	CCN(CC)S(=O)(=O)c1csc(C(=O)Nc2ccccn2)c1
97	-18	40	CCCC(O)(CCN1CCCCC1)c1ccc(OCC)cc1 (stereo unspecified)
98	-148	116	O=C1c2ccccc2C(Nc2ccc(Cl)cc2)N1CCN1CCOCC1 (stereo unspecified)
99	-4	41	O=C(CSc1nnc(Cn2nnc3ccccc32)o1)Nc1cccc(Cl)c1
100	4	17	Cn1nnc(NC(=O)CSc2nnnn2-c2ccc(F)cc2)n1
101	4	39	Cc1cc(NC(=O)c2ccco2)ccc1-n1cnnn1
102	25	25	Cc1cccc(Nc2n[nH]c(=S)s2)c1C
103	-14	21	CC1CCCCC1NS(=O)(=O)c1ccc(S(=O)(=O)N2CCCC2)cc1 (stereo unspecified)
104	45	22	FC(F)(F)c1cc(-c2ccccc2)nc(NCc2cccnc2)n1
105	13	18	O=C(NCCCn1ccnc1)Nc1cccc2ccccc12
106	-3	38	O=c1nc(N2CCOCC2)ccn1-c1nc(-c2ccccc2)oc1-c1ccccc1

# 2 records drawn at random from the list so far, as already listed:
entry	Htt clearance	Htt clearance grain fraction	canonical_smiles
50	8	18	CC(C)(C)c1cc(CN2CCC(O)CC2)cc(C(C)(C)C)c1O
5	-39	27	CCCCOC(=O)Nc1ccc(C(C)C)cc1
